TCR activator: T cell receptor activation; primary human leukocytes, anti-CD3, IL-2 HTRF, 48 h; Potency, µM (series often up to 9.22 µM), without a hit: top-dose activation of IL-2 secretion, actives largely listed as activators; 330,000 tested, under 10 active; note: % of control where 0% means no effect
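IL-2 release read by HTRF sandwich (Eu cryptate donor, d2 acceptor, 665 nm emission) after 48 hr exposure of primary human leukocytes to compound together with anti-CD3 beads in the absence of co-stimulatory signals.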
Eya2 inh: inhibitors of human Eya2 phosphatase activity; Potency, µM (series often up to 76.9 µM), without a hit: top-dose activity, negative = inhibition, hits mostly inhibitors; O00167; 0.006% of 330,000 active; recombinant Eya2, OMFP fluorescence dephosphorylation (OMFP is methylfluorescein phosphate); AID 488837; note: potency is the fitted concentration of half-maximal effect; % is set by controls: 0 for no effect and ±100 for the full control effect
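Eya2 protein (added as 0.2 uM solution) was preincubated with compound for 10 min at ambient temperature in 50 mM HEPES pH 7.5, 50 mM NaCl, 5 uM MgCl2, 0.05% BSA, 1 mM DTT. OMFP (added at 50 uM) then reacted 10 min; fluorescence read at 485/525 nm.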
PTAP TSG101 blk: blocks PTAP/TSG101 interaction to inhibit HIV-1 budding. Q99816. Fluorescence polarization, FITC-PTAP peptide / Tsg101 binding. AID 493005. Potency, µM (highest dose often 115 µM), for inactives: at the top dose activity change, negative = inhibition, usual class: inhibitors. 340,000 tested, under 10 active; active = well fitted inhibition curve with a large enough effect in the main read-out, with a control signal flat, not every such curve was filed as active; inconclusive = small, poorly fitted or top-dose-only effect, or effect the other way, or a change in a side signal; inactive = no such curve, though single readings can be large or run the other way; note: potency is the fitted concentration of half-maximal effect; % of control where 0% means no effect
Target sequence (Q99816 whole entry, looked up): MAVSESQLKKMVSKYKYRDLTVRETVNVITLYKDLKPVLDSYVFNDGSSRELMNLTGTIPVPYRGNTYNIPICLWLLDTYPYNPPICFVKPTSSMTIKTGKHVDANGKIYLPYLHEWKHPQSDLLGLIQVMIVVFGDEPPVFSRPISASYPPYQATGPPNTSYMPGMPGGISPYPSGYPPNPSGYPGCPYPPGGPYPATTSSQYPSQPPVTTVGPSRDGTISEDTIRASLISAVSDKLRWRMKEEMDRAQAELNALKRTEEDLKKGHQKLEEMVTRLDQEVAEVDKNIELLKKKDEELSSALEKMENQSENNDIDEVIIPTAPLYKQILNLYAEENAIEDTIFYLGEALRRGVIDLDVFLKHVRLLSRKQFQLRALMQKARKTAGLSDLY
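FP read-out: FITC-PTAP peptide, 50 nM final, binding Tsg101 binding domain, 10 uM final; 20 min, r.t.; 10 mM HEPES pH 7.5, 0.15 M NaCl, 0.01% Tween 20, 3 mM EDTA, 0.1 mM TCEP.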
USP2a block: USP2a (human) protease inhibition; O75604; USP2 core, Ub-CHOP2 coupled fluorogenic reporter, 485/531; Potency, µM (top dose mostly 38.3 µM), for the others: top-dose activity change, negative = inhibition, hits mostly inhibitors; 0.01% of 330,000 active; AID 463254;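 note: potency is the fitted concentration of half-maximal effect; plate controls were DMSO wells for no effect and full inhibition by NEM control for full effect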
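USP2 core (10nM final) preincubated 30min RT with compound in 20mM Tris-HCl pH 8.0, 2mM CaCl2, 2mM beta-mercaptoethanol, 0.05% CHAPS; 25nM Ub-CHOP2 plus 25nM reporter substrate added, fluorescence (Ex485/Em531) read after 60min.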
Tb PFK block: T. brucei PFK enzyme inhibition | AID 485367 | T. brucei PFK, ADP-Glo luminescence | O15648 | 0.17% of 330,000 active | Potency, µM (series often up to 57.5 µM), for the others: top-dose activity, negative = inhibition, actives largely listed as inhibitors;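 note: potency is the fitted concentration of half-maximal effect; 0% = uninhibited 1x PFK enzyme wells and -100% = no-enzyme wells; nearly all actives have a fitted effect of over 60% in size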
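Compounds were pin-transferred as a titration series up to 57 uM into substrate buffer (0.5 mM F6P, 0.1 mM ATP, pH 8.0), then 1.25 nM PFK was added and reactions ran 45 min before ADP-Glo detection.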
B2AR arrestin: agonists driving beta-arrestin recruitment to human beta2-adrenergic receptor | beta-arrestin recruitment to beta2AR, cell-based reporter | Potency, µM (titrated, usually from 46.1 µM), inactives show top-dose activation, hits mostly activators | 0.02% of 330,000 active | AID 492947;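 note: potency is the fitted concentration of half-maximal effect; 0% = DMSO controls and full agonism = EC100 isoproterenol or metaproterenol; nearly all actives have a fitted effect of over 65% in size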
Target sequence (P07550 whole entry, looked up): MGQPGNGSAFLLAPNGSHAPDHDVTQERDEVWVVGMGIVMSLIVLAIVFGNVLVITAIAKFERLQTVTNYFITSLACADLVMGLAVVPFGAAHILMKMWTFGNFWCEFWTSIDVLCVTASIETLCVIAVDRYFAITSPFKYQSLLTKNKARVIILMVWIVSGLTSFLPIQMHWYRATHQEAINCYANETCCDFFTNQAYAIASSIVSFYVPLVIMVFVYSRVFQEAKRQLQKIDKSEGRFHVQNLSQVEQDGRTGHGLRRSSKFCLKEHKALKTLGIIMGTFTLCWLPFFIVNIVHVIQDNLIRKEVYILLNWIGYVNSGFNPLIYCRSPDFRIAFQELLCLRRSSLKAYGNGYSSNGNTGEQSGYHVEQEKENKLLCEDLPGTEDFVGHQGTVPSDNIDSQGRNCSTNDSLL
ELG1 DNA repair: ELG1-dependent DNA repair inhibition; Potency, µM (top dose mostly 46.1 µM), for the others: at the highest dose activity change, negative = inhibition, actives largely listed as inhibitors; 2.3% of 330,000 active; HEK293T ELG1-luciferase reporter, luminescence, 16 h; DNA damage induced by 5-fluorouridine; note: potency is the fitted concentration of half-maximal effect; % is set by controls: 0 for no effect and ±100 for the full control effect; nearly all actives have a fitted effect of over 55% in size
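Quantitative HTS, concentration-response format. 2,000 cells/well co-treated with 5-fluorouridine and compound, 16 hr in 5% CO2 at 37 °C; ONE-Glo luminescence read after 30 min.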
uPA generation: inhibitors of cell surface uPA generation | cell surface uPA generation assay, qHTS | 0.31% of 330,000 active | Potency, µM (series often up to 38.3 µM), for inactives: top-dose activity change, negative = inhibition, actives largely listed as inhibitors; active = well fitted inhibition curve with a large enough effect; inconclusive = small, poorly fitted or top-dose-only effect; inactive = no such curve, though single readings can be large or run the other way; tested in mouse RAW 264.7 cells; note: potency is the fitted concentration of half-maximal effect; % is set by controls: 0 for no effect and ±100 for the full control effect; nearly all actives have a fitted effect of over 55% in size
Chronic BCR inh: blocks chronic active B-cell receptor signaling. 0.05% of 340,000 active. Potency, µM (highest dose often 46.1 µM), for inactives: at the highest dose ratio change, negative = lower green/red ratio, usual class: inhibitors. ABC-DLBCL IkBa-CBG/CBR reporter, luminescence ratio, 4 h; active = well fitted inhibition curve with a large enough effect in the signal ratio, with a control signal flat, not every such curve was filed as active; inconclusive = small, poorly fitted or top-dose-only effect, or effect the other way, or a change in a side signal; the % refers to the signal ratio;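 note: potency is the fitted concentration of half-maximal effect; plate controls were basal doxycycline-induced cells for no effect and cells given 10 µM MG132 for full effect; MG132 reads +100%, hits lower the ratio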
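Compounds up to 46 uM were incubated four hours with TMD8 cells whose green CBG68 luciferase is fused to IkappaBalpha; red CBR luminescence normalised the signal, and concentration-effect curves were fitted to fusion, red and ratio data.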
TSHR antag: human thyrotropin receptor antagonism; TSHR-expressing cells, TSH-stimulated cAMP HTRF, 2 h; hits give low values; activity change, negative = inhibition, % at 11.5 µM; 0.2% of 330,000 active; AID 504810;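 active = activity change below a set negative limit, meaning inhibition stronger than a set level, cut at about -70% in these data; inconclusive = activity change between two set negative limits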; note: % is set by controls: 0 for no effect and ±100 for the full control effect
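Antagonism was scored as loss of TSH-driven cAMP in TSHR cells, stimulated with 4nM TSH (EC80) for 2 hours at 37 deg C and detected by homogeneous HTRF competition immunoassay.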
Mito fusion act: blocks mitochondrial division or promotes mitochondrial fusion; S. cerevisiae fusion-defective mutant growth rescue, CellTiterGlo 48 h; Potency, µM (highest dose often 46.1 µM), for inactives: top-dose growth rescue (activation), hits mostly activators; 0.23% of 320,000 active;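 note: potency is the fitted concentration of half-maximal effect; % of control where 0% means no effect; nearly all actives have a fitted effect of over 45% in size; temperature-sensitive fusion mutants such as fzo1-1 at 37 °C on non-fermentable ethanol glycerol medium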
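S. cerevisiae fusion-defective temperature-sensitive mutants (e.g. fzo1-1, mgm1-5) grown 48 h at 37C in YPEG (ethanol/glycerol non-fermentable) medium with 23 nl compound per well; growth rescue read as CellTiterGlo luminescence.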
* marks the source's active call; other numbers are inactive results; ? = inconclusive; . = no result given; [ ] = another dose, or the depositor's remark. Unless noted, calls come from the whole dose curve; as a rule, active = well fitted curve in the direction sought with a large enough effect; inconclusive = small, poorly fitted or top-dose-only effect, or another doubt; inactive = no such curve, though single readings can be large; an effect the other way counts as inactive or inconclusive. Outcome played no part in choosing rows. Share with any hit: about 3%.

Preview, 2 compounds:
SMILES	TCR activator	Eya2 inh	PTAP TSG101 blk	USP2a block	Tb PFK block	B2AR arrestin	ELG1 DNA repair	uPA generation	Chronic BCR inh	TSHR antag	Mito fusion act
Cc1cc(NC(=O)CSc2nccn2-c2ccc([N+](=O)[O-])cc2)no1	1%	-21%	-2%	0%	0%	-0.5%	7%	0%	0%	4	6%
O=C(Oc1cccc(C(=O)N2CCOCC2)c1)c1ccc(Br)cc1	-5%	1%	1%	3%	0%	0.3%	-1%	.	1%	-14	9%

This part in full, from the start:
SMILES	TCR activator	Eya2 inh	PTAP TSG101 blk	USP2a block	Tb PFK block	B2AR arrestin	ELG1 DNA repair	uPA generation	Chronic BCR inh	TSHR antag	Mito fusion act
Cc1cc(NC(=O)CSc2nccn2-c2ccc([N+](=O)[O-])cc2)no1	1%	-21%	-2%	0%	0%	-0.5%	7%	0%	0%	4	6%
O=C(Oc1cccc(C(=O)N2CCOCC2)c1)c1ccc(Br)cc1	-5%	1%	1%	3%	0%	0.3%	-1%	.	1%	-14	9%
CC(Sc1nnc(C(F)(F)F)n1C)C(=O)Nc1ccc(N2CCOCC2)cc1 (configuration not stated)	-5%	-26%	-1%	-2%	3%	0.0%	?	2%	-1%	4	.
Cc1ccc(-c2c(C(=O)N/N=C/C3CCCCC3)nnn2-c2nonc2N)cc1	12%	-14%	-1%	1%	5%	-0.5%	7%	0%	7%	12	-11%
CC1CCCCC1NC(=O)Cn1cnc2sccc2c1=O (configuration not stated)	2%	-6%	2%	1%	-7%	-1.3%	11%	-4%	8%	33	9%
Clc1cccc(CN2CCC(Cc3ccccc3)CC2)c1	-28%	-8%	-4%	-4%	-13%	-0.5%	?	.	?	28	1%
Cn1c(SCC(=O)c2ccc(F)cc2)nnc1-c1ccccn1	-2%	-10%	-1%	-2%	-2%	-0.9%	?	0%	8%	4	-3%
CCOC(=O)CC1CCCCN1Cc1nc(-c2ccc(F)c(OC)c2)oc1C (configuration not stated)	0%	1%	0%	1%	1%	-0.3%	-9%	0%	-3%	14	1%
Cc1[nH]c(=O)[nH]c(=O)c1/C=C/C(=O)OCC(C)C	-1%[46.1 µM]	13%	-3%	0%	-3%	-0.9%	24%	2%	2%	2	-9%
COc1ccc(Cl)cc1S(=O)(=O)N1CCCC(C(=O)NCc2ccccc2)C1 (configuration not stated)	-1%	7%	0%	-1%	-3%	0.3%	-20%	5%	6%	27	2%
COc1ccc(N(CCN2C(=O)c3ccccc3C2=O)C(=O)c2cccc([N+](=O)[O-])c2)cc1	1%[46.1 µM]	-13%	-10%	-14%	3%	2.8%	?	-20%	-11%	-33	1%
O=C(CSc1ncnc2c1nnn2Cc1ccc(F)cc1)NC1CCCCC1	2%	2%	-4%	1%	2%	-0.2%	5%	5%	4%	-8	-3%
COc1cc(NC(=O)c2nn(C)c3c2CS(=O)(=O)c2ccccc2-3)cc(OC)c1	10%	2%	0%	3%	-1%	-0.3%	?	11%	2%	-7	0%
O=C(CN(Cc1ccccc1Cl)C(=O)CNS(=O)(=O)c1ccccc1)NCC1CCCO1 (configuration not stated)	4%	-11%	-1%	1%	-7%	-0.2%	-2%	23%	-4%	0	-7%
CNS(=O)(=O)c1cccc(C(=O)OCC(=O)Nc2sc3c(c2C#N)CCCCC3)c1	4%[46.1 µM]	3%	-5%	-1%	0%	-0.4%	?	-7%	13%	10	3%
COc1ccccc1N1CCN(C(=O)COc2cc(C)ccc2C)CC1	4%[46.1 µM]	-5%	-9%	2%	-4%	-0.9%	-25%	-3%	-1%	3	5%
CCc1ccc(NC(=O)Nn2cnnc2)cc1	4%	3%	-1%	1%	-6%	-0.4%	-2%	1%	4%	-2	2%
CCc1ccccc1NC(=O)CSc1nc(-c2ccccc2)nn1C(=O)c1cccc([N+](=O)[O-])c1	.	-4%	.	-1%	0%	-0.2%	-17%	.	7%	-14	0%
COC(=O)c1ccc(Nc2nc3ccc(C)cc3n3cnnc23)cc1	-4%	-7%	1%	2%	-2%	-0.2%	?	4%	?	-11	5%
O=C(COC(=O)c1nsc(Cl)c1Cl)NC1CCCCC1	-5%	7%	-4%	-1%	-7%	0.0%	13%	0%	?	0	13%
O=C(COC(=O)Cc1ccccc1F)NCCc1ccccc1	-3%	-21%	0%	1%	-3%	-0.2%	0%	10%	?	3	2%
Cc1nc(SCC(=O)N2CC(=O)Nc3ccccc32)nc(C)c1C	4%	-5%	-1%	1%	-4%	5.5%	3%	-1%	-1%	8	2%
Cc1csc(Nc2cccc3ccccc23)n1	4%	10%	-4%	3%	-6%	-0.7%	?	0%	1%	-8	13%
O=C(/C=C/c1ccccc1[N+](=O)[O-])Oc1ccccc1	.	-4%	.	1%	8%	-0.6%	8%	.	5%	8	-5%
CCOc1cc(C(=O)N(C)CC(=O)Nc2cccc3ccccc23)ccc1OC	2%	5%	1%	2%	-8%	-0.2%	?	?	?	5	2%
More entries.
SMILES	TCR activator	Eya2 inh	PTAP TSG101 blk	USP2a block	Tb PFK block	B2AR arrestin	ELG1 DNA repair	uPA generation	Chronic BCR inh	TSHR antag	Mito fusion act
C[C@H](CO)N1C[C@H](C)[C@@H](CN(C)C(=O)Nc2ccccc2)Oc2c(NC(=O)Cc3ccccc3)cccc2C1=O	1%	?	-12%	1%	1%	-0.1%	17%	-2%	2%	5	.
Fc1cccc(Cl)c1CSc1nnc(-c2ccncc2)o1	3%	17%	-4%	7%	2%	0.3%	?	5%	-12%	-3	2%
CC(C)Cc1nnc(NC(=O)CCC(=O)N2CCN(c3ccc(F)cc3)CC2)s1	-3%	4%	0%	2%	-1%	-1.1%	1%	-9%	-2%	-8	4%
Nc1c(N(Cc2ccco2)C(=O)c2ccc(Br)cc2)c(=O)[nH]c(=O)n1Cc1ccccc1	-3%	0%	-7%	1%	0%	0.3%	0%	-7%	-1%	4	-15%
CCN(c1c(C)n(C)n(-c2ccccc2)c1=O)S(C)(=O)=O	6%	5%	-3%	0%	0%	-0.2%	14%	2%	?	2	0%
CSc1ccccc1NC(=O)Cn1c(-c2cscn2)nc2ccccc21	2%	4%	5%	4%	0%	-0.1%	0%	.	1%	2	14%
Cc1c(C2(O)CCCCC2)[nH]c2ccc(C(F)(F)F)cc12	4%	1%	.	0%	2%	-0.1%	?	-1%	?	-13	.
CC(C)CCN1C(=O)CCC1(C)C(=O)NC1CCCCCC1 (configuration not stated)	.	-3%	.	1%	-1%	-3.3%	0%	-3%	-2%	-5	2%
Cc1ccccc1OCC(=O)N/N=C/c1cccc(Oc2ccc([N+](=O)[O-])cc2[N+](=O)[O-])c1	-3%[46.1 µM]	3%	0%	5%	-9%	-0.5%	?	11µM*	2%	-23	8%
COc1ccc(OCC(=O)OCC(=O)N2C(C)CCCC2C)cc1 (configuration not stated)	-49%	-5%	1%	1%	0%	-0.3%	23%	12%	0%	9	2%
COc1ccc(C(=O)N/N=C(\C)c2ccccn2)cc1OC	.	-1%	-8%	2%	0%	4.0%	?	7%	?	-4	0%
COc1ccccc1N1CCN(C/C=C/c2ccc(N(C)C)cc2)CC1	.	4%	.	-8%	2%	0.3%	-17%	.	5%	1	1%
N#C/C(=C(/O)CSc1n[nH]c(N)n1)c1nc2ccccc2[nH]1	2%	14%	-5%	18%	2%	2.4%	7%	2%	-5%	-8	-6%
CCOC(=O)C(C(=O)N1CCOCC1)C1CCCCC1 (configuration not stated)	-3%	-1%	-2%	0%	1%	-0.3%	9%	.	-2%	6	-7%
O=C(NC(=S)Nc1ccccc1)c1csnn1	-4%	13%	-4%	-4%	-3%	0.7%	?	-2%	?	4	-1%

An excerpt from above in order of their number in PTAP TSG101 blk, smallest number first:
mol	PTAP TSG101 blk
C[C@H](CO)N1C[C@H](C)[C@@H](CN(C)C(=O)Nc2ccccc2)Oc2c(NC(=O)Cc3ccccc3)cccc2C1=O	-12%
O=C(NC(=S)Nc1ccccc1)c1csnn1	-4%
CCN(c1c(C)n(C)n(-c2ccccc2)c1=O)S(C)(=O)=O	-3%
COc1ccc(OCC(=O)OCC(=O)N2C(C)CCCC2C)cc1 (configuration not stated)	1%

Assay outcomes deposited in PubChem BioAssay by National Center for Advancing Translational Sciences (NCATS).
